LRH-1 inv ag = NR5A2 inverse agonism in reporter assay | HEK293T StAR-luciferase reporter, LRH-1 transfected, 24 h | O00482 | hit rate 0.13% among 360,000 | AID 602396 | inhibition, % at 3.6 µM;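 active = inhibition above the mean inhibition of all tested compounds plus 3 SD, cut at about 73% in these data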;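 also: 0% = DMSO wells and 100% = reporter-only cells lacking LRH-1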
CF NFkB inh = inhibitors of cystic fibrosis induced NF-kB; KKLEB NF-kB-GFP reporter, PAF-induced, GFP fluorescence overnight; inhibition, % at 5 µM; hit rate 0.86% among 360,000; AID 588850;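 active = at least 50% inhibition at 5 µM, scaled per plate between neutral and stimulator controls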;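 also: PAF is a Pseudomonas aeruginosa culture filtrate used as stimulus; plate controls were PAF-stimulated DMSO wells for no effect and unstimulated DMSO wells for full effect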
SRC2 inh = human SRC2 (NCOA2) inhibition | hit rate 0.17% among 370,000 | Q15596 | HEK293 GAL4-SRC2 luciferase reporter, luminescence | inhibition, % at 9 µM;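 active = inhibition above the mean inhibition of all tested compounds plus 3 SD, set per campaign, cut at about 52% in these data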;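 also: 0% = DMSO treated cells and 100% = cells given Gossypol at 36 µM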
SRC1 inh = human NCOA1 inhibition; Q15788; HEK293 GAL4-SRC1 luciferase reporter, luminescence; inhibition, % at 3.6 µM; hit rate 0.12% among 360,000; AID 588354;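 active = inhibition above the campaign mean plus 3 SD, with each screening campaign given its own cutoff, cut at about 60% in these data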;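 also: 0% = DMSO treated cells and 100% = gossypol at 36 µM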
KKLEB tox = CF airway cell cytotoxicity counter-screen | AID 602141 | activity change (cytotoxicity), % at 5 µM | KKLEB CF airway cells viability, ATPlite luminescence, overnight; stronger effect = lower value; cells stimulated with P. aeruginosa culture filtrate | hit rate 0.36% among 360,000;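 active = corrected activity change at or below -50% at 5 µM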
C8 TRAIL sens = sensitizes caspase-8 expressing cells to TRAIL | NB7+C8 cells + TRAIL, ATPlite viability luminescence | inhibition (viability loss, TRAIL sensitization), % at 10 µM | hit rate 1% among 360,000;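 active = compounds causing at least 50% loss of cell viability in the single-dose screen, relative to plate controls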
COUP-TFII inh = NR2F2 (human) inhibition, primary screen; P24468; HEK293T NGFI-A luciferase reporter, luminescence; inhibition, % at 8.6 µM; hit rate 0.7% among 370,000;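 active = inhibition above a per-plate cutoff, mean inhibition of test wells between control levels plus 3 SD, cut at about 38% in these data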;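 also: cells cotransfected with COUP-TFII expression vector driving the NGFI-A reporter; 0% = median of COUP-TF2 test wells and 100% = reporter-only cells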
TROY NFkB inh = TROY signaling inhibition; Q293 LMP1-TROYcd NF-kB luciferase reporter, 4 h; inhibition, % at 10 µM; hit rate 0.98% among 360,000;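 active = compounds whose plate-normalised and pattern-corrected inhibition of the luciferase reporter signal at the single screening dose is 50% or more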
LMP1 NFkB inh = reduces LMP1-driven NF-kappaB luciferase signal | AID 504558 | hit rate 0.69% among 350,000 | inhibition, % at 12.5 µM | LMP1-induced NF-kappaB luciferase reporter cells, luminescence; in the data active = inhibition above about 41%;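 also: 0% = neutral control wells and 100% = reference inhibitor control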
TWEAK Fn14 block = inhibitors of TWEAK-Fn14 interaction signaling | TWEAK-stimulated Fn14 reporter cells, luciferase luminescence, 8 h | inhibition, % at 10 µM | hit rate 2% among 360,000 | AID 1159606; in the data active = inhibition above about 50%
NCOA3 inh = human NCOA3 inhibition | HEK293 GAL4-SRC3 luciferase reporter, luminescence | inhibition, % at 3.6 µM | hit rate 0.17% among 360,000 | Q9Y6Q9;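 active = inhibition above a per-campaign cutoff, the mean of all compounds plus 3 SD, cut at about 60% in these data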;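 also: 0% = DMSO-treated cells and 100% = gossypol-treated cells at 36 µM; higher means less SRC3-driven luciferase light from the GAL4 reporter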
Target sequence (Q9Y6Q9 whole entry, looked up, the tested form may be a part): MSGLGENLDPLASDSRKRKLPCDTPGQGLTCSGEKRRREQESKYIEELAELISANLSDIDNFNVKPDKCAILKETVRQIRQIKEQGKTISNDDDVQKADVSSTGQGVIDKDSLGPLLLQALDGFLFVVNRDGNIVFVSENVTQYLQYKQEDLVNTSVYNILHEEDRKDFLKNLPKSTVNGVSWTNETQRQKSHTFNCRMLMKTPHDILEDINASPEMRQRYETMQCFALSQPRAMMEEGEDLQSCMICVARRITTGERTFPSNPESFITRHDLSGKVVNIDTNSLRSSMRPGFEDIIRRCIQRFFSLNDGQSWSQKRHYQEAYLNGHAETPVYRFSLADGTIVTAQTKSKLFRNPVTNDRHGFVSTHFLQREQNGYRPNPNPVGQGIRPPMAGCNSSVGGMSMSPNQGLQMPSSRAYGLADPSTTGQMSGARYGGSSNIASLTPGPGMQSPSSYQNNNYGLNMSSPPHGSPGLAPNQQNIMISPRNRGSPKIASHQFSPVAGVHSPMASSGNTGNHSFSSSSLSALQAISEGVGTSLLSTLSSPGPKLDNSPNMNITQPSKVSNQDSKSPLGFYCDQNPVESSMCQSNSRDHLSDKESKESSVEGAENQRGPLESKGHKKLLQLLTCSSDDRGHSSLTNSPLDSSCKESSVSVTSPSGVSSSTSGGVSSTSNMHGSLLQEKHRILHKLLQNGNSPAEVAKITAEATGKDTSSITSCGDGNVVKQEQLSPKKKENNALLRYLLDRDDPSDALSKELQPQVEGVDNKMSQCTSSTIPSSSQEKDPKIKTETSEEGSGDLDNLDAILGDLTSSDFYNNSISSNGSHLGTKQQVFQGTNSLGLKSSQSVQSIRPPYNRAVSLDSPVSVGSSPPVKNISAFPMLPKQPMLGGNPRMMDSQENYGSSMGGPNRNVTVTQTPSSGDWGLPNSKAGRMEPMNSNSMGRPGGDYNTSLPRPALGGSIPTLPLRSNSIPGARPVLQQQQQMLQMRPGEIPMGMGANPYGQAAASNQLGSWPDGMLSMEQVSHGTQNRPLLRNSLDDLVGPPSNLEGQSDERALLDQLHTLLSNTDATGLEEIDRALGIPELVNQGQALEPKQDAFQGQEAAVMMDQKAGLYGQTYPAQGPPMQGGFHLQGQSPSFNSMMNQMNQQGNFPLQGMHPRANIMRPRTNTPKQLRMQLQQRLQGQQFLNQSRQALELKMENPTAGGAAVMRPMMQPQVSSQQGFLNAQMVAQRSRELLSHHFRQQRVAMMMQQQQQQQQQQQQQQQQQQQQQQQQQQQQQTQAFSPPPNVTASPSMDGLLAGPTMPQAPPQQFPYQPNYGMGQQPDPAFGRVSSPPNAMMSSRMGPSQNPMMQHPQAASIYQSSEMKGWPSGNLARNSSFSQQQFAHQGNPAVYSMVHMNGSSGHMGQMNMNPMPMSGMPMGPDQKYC
An asterisk follows results filed as active; x = not tested or not shown.

SMILES	LRH-1 inv ag	CF NFkB inh	SRC2 inh	SRC1 inh	KKLEB tox	C8 TRAIL sens	COUP-TFII inh	TROY NFkB inh	LMP1 NFkB inh	TWEAK Fn14 block	NCOA3 inh
O=C(COC(=O)c1ccc(Cl)nc1)NCCNC(=O)COC(=O)c1ccc(Cl)nc1	11	0	-15	-8	-4	-10	-13	11	-7	-10	8
CC(C)CCN(C(=S)Nc1cccc(F)c1)C(C)c1cccs1 (stereo not drawn)	-5	-5	-22	6	6	-5	-4	-8	3	19	-22
COc1ccc(C(=O)Nc2nnc(SCC(=O)NC3CCCC3)s2)c(OC)c1	-119	-25	-50	-127	-26	72*	-56	-25	39	74*	-97
CC1=C(C(N)=O)C(c2ccncc2)n2nc(-c3ccccc3Cl)nc2N1 (stereo not drawn)	2	4	17	-15	16	3	-12	-1	-1	12	-4
CCOC(=O)c1c(Cc2ccc(Cl)cc2)c[nH]c1C	-74	-4	0	-52	-6	-5	-11	-23	-25	-22	-58
Cc1ccc(C)c(C(=O)Nc2nc3ccccc3[nH]2)c1	-24	31	-24	-12	1	1	-9	-20	-21	-19	-26
Cc1ccccc1C(=O)N1CCC(C(=O)Nc2ccccc2N2CCCC2)CC1	8	-5	0	6	9	-7	3	-4	-1	-12	6
COc1ccc(CN2C(=O)CCC2(C)c2nnnn2Cc2ccccc2)cc1OC (stereo not drawn)	6	x	6	x	x	-13	14	1	x	19	x
Cn1cc(C=C2C(=O)OC3(CCCCC3)OC2=O)c2ccccc21	-2	-6	-1	8	3	-2	-5	-14	-1	-14	10
CC(Oc1ccccc1)C(=O)N1CCN(c2ncccn2)CC1 (stereo not drawn)	-2	0	-3	0	-9	8	2	-6	-8	3	11
O=S(=O)(c1ccc2c(c1)C(O)c1ccccc1CC2)C(F)(F)F (stereo not drawn)	6	11	-10	16	-9	12	8	15	7	11	7
CC(CN1CCNCC1)(NS(=O)(=O)c1ccccc1)c1ccccc1 (stereo not drawn)	-12	-1	17	7	0	-1	2	-2	-13	-1	12
Cc1ccc(C(c2sc3ncnn3c2O)N2CCCCC2)cc1 (stereo not drawn)	6	13	-5	-16	-18	-11	2	42	-6	27	-17
COc1cccc(NC(=O)CN(C)CC(=O)NCc2ccc3c(c2)OCO3)c1	3	-1	7	-17	-3	-36	14	-12	0	-8	-3
CCOC(=O)Cc1c(C)nc2c(C#N)c(C)nn2c1C	-14	3	-5	-6	1	14	-5	10	-17	3	2
Cc1ccc(-c2nn(-c3ccccc3)cc2CN(Cc2ccccc2)C(=O)CCC(=O)O)o1	-14	-15	3	-30	8	2	-4	-11	-10	10	10
COc1ccccc1NC(=O)CN1CCN(c2ccccn2)CC1	-4	6	1	-4	-2	-5	19	2	-9	-4	1
COc1cccc(C(=O)CN2C3=NCCCN3c3ccccc32)c1	-2	10	-10	5	-21	10	9	7	-16	-26	17
CCCCCn1c(CNC(C)=O)nc2ccccc21	19	-14	15	5	-5	-1	15	-10	-1	-1	18
COc1ccc(CCNC(=O)C(C)n2nc(C)n3c(cc4occc43)c2=O)cc1OC (stereo not drawn)	3	-44	14	10	3	-12	-16	10	1	6	5
COc1cc(CCN(C(C)=O)C2C(=O)Nc3ccccc3N=C2c2ccc3c(c2)OCO3)cc(OC)c1 (stereo not drawn)	10	-5	-19	10	-7	-9	6	5	x	-6	0
COc1ccc(N2CCN(C(=O)COC(=O)CCOc3ccccc3C)CC2)cc1	-8	25	12	1	-9	8	-4	-23	-5	10	-9
CCN(CC)CCNc1nc2ccccc2n1C	20	-13	-9	-14	7	-9	5	0	-6	7	-10
Cc1cc(C)c(NC(=O)Cn2nnc(C(=O)NCc3ccc4c(c3)OCO4)c2N)c(C)c1	-3	32	x	8	-30	-15	x	12	0	-13	9
O=C(Nc1ccc(Cl)c(C(F)(F)F)c1)C1CCCN(S(=O)(=O)c2cnc[nH]2)C1 (stereo not drawn)	-3	-10	13	3	22	1	9	22	1	15	16
CCOc1ccccc1OCCCOc1ccc([N+](=O)[O-])cc1Cl	-35	5	-14	-11	-6	-2	-15	-36	-20	-35	3
CC1(C)CC(NC(=O)COc2ccc([N+](=O)[O-])cc2)CC(C)(C)N1	4	-3	-20	10	8	-18	3	4	-10	-22	10
O=[N+]([O-])c1ccc(SCc2ccncc2)nc1	13	-18	-33	-6	10	-7	-8	2	-6	-8	6
CCOC(=O)C1=C(C)NC(=S)NC1c1ccc(C)s1 (stereo not drawn)	8	-2	6	-18	20	-4	14	15	2	-18	13
COc1ccc(NC(=O)c2cc(-c3ccco3)nc3ccccc23)cc1S(=O)(=O)N1CCOCC1	12	-14	-8	10	-8	10	-14	6	6	-4	2
COc1cc(OC)c2c(c1C(CCN1CCOCC1)c1ccc(N(C)C)cc1)OC(=O)CC2c1ccc(N(C)C)cc1 (stereo not drawn)	14	32	-17	-14	-22	-12	7	-1	4	-11	2
CCCOC(=O)c1ccc(Oc2c(-c3ccc(OC)cc3O)n[nH]c2C)cc1	-8	9	23	-12	-6	-4	3	-2	8	-6	29
COc1ccccc1CN(C)c1ccc(S(=O)(=O)N2CCN(C)CC2)cn1	7	8	3	-6	10	9	-1	17	-1	-5	11
Cc1ccc(CSc2nc3ccccc3cc2C=O)cc1	20	39	19	-31	1	-20	0	-9	17	-2	-19
CCc1nc(SCc2ccccc2C)n[nH]1	-18	2	-15	-14	-13	-7	-28	-6	-4	11	-19
COc1ccc(CNC(=S)NCc2ccc(OC(C)C)cc2)cc1	-3	-10	14	-44	-7	6	19	11	-2	-19	10
Cc1ccc(NC(=O)/C=C/c2cccc([N+](=O)[O-])c2)nc1	-10	21	-16	1	-22	1	5	-20	-1	-23	-2
Cc1nc(-c2ccc(C(=O)Nc3cccc(F)c3)cc2)cs1	-28	5	24	-8	-25	77*	56*	56*	-3	92*	-20
COc1ccc(S(=O)(=O)N(C)c2ccccc2)c2cccnc12	5	9	-11	-3	0	-12	-7	-19	11	-14	1
CC(C)c1nnc(NC(=O)CCC(=O)Nc2ccc3cn[nH]c3c2)s1	4	-2	5	-21	-3	-2	-9	-4	-1	21	13
Cc1nn2cc(-c3ccc(-c4ccccc4)cc3)nc2s1	-172	-29	-48	-148	-1	18	-24	x	-7	36	-109
CN1C(=O)/C(=N\OC(=O)c2ccccc2Cl)c2ccccc21	0	19	-14	0	-5	0	-13	-13	1	14	14
Cc1cc(Oc2ccc3ccccc3c2)nc(SCC(=O)c2ccccc2)n1	-3	14	3	-3	-7	12	-6	24	13	-4	17
CCCCCCNC(=O)O[C@@]12CN(S(=O)(=O)c3ccc(C)cc3)C[C@]1(O)Cn1c(=O)n(CCCCCC)c(=O)n1C2	14	-5	2	-23	-7	25	9	-8	6	1	17
COc1ccc(N(C(=O)C(C)C)S(=O)(=O)c2ccc(Cl)cc2)cc1	4	-4	1	17	2	-8	4	13	8	7	11
COc1cc(NC(=O)Cn2cnc3ccccc3c2=O)c(OC)cc1Cl	-5	-22	14	3	-5	-10	6	4	-9	-10	16
CC(C)(C)NC(=O)CCN(/N=C/c1ccccc1)C1=NS(=O)(=O)c2ccccc21	-22	-4	-2	-17	12	-22	-9	-13	2	-8	-1
COc1ccc(-c2nc3scc(-c4ccc(OC)c(OC)c4)c3c(=O)o2)cc1	6	8	x	-14	-22	18	x	-21	13	-6	3
COc1cc(CNC(=O)c2cnc(C)cn2)cc(OC)c1	13	23	8	-21	-23	-11	-14	-9	1	13	8
N#C/C(=C(/O)CN1CCN(c2ccccc2F)CC1)c1nc(-c2ccccc2)cs1	-3	4	6	13	9	6	13	-5	-4	21	-7
CCOC(=O)C1CCN(C(=O)CN(c2ccc(OC)c(OC)c2)S(=O)(=O)c2ccccc2)CC1	-7	3	1	-15	-6	-2	5	7	2	13	-3
COc1cc(SC)ccc1C(=O)OC1CCOC1=O (stereo not drawn)	10	-7	23	1	2	0	2	-5	-6	-15	10
Cn1nc(C(C)(C)C)cc1C(=O)N1CCCCC1c1cc(C(=O)Nc2ccc(F)c(Cl)c2)no1 (stereo not drawn)	15	-22	-25	14	4	16	41*	33	x	31	27
O=C(NCCN1CCCC1)c1ccc2c(c1)N(Cc1cccc(Cl)c1)C(=O)c1ccccc1S2(=O)=O	-22	9	5	-8	-1	7	4	-3	-25	-7	-7
N#C/C(=C\C=C\c1ccccc1)C(=O)N1CCCC1	-16	-14	-23	-9	6	5	-16	-34	-9	14	-26
COc1ccc2oc(C(=O)OCC(=O)NCCc3ccccc3)c(C)c2c1	-1	-4	2	10	5	3	-1	-2	-5	-7	12
O=C(NC1CC1)C1=C[C@@H](c2csc3ccccc23)C[C@@H](OCCCCO)O1	-8	15	-11	-3	-16	-3	8	-6	3	-15	4
COc1cc(N/C(=N/S(=O)(=O)c2ccccc2)c2ccccc2)ncn1	-101	0	-53	-69	-1	1	-37	-22	-13	-13	-47
Cc1cccc(C(=O)Nc2ccc(C(=O)N/N=C/c3cccnc3)cc2)c1	6	0	4	-1	-2	-9	-6	-11	-13	-12	-5
O=C(COc1ccc(Br)cc1Cl)NC1CCCCC1	-37	-7	-22	-102	1	29	-7	-27	-15	11	-61

2 of these compounds in a different format.
Fields – LRH-1 inv ag, CF NFkB inh, SRC2 inh, SRC1 inh, KKLEB tox, C8 TRAIL sens, COUP-TFII inh, TROY NFkB inh, LMP1 NFkB inh, TWEAK Fn14 block, NCOA3 inh
> Cc1nc(-c2ccc(C(=O)Nc3cccc(F)c3)cc2)cs1
  -28, 5, 24, -8, -25, 77*, 56*, 56*, -3, 92*, -20
> CCN(CC)CCNc1nc2ccccc2n1C
  20, -13, -9, -14, 7, -9, 5, 0, -6, 7, -10

(listing goes on)
SMILES	LRH-1 inv ag	CF NFkB inh	SRC2 inh	SRC1 inh	KKLEB tox	C8 TRAIL sens	COUP-TFII inh	TROY NFkB inh	LMP1 NFkB inh	TWEAK Fn14 block	NCOA3 inh
COc1ccc(C(=O)OCCN2CCN(C3=NS(=O)(=O)c4ccccc43)CC2)cc1OC	12	-23	3	-1	14	3	14	17	0	16	1
CC(C)CCN1C(=O)c2ccccc2C1c1nnnn1Cc1ccccc1 (stereo not drawn)	22	x	13	x	x	1	-6	2	x	4	x
Cc1cccc(CN2CCc3c(OCC(=O)NCc4ccco4)cccc3C2=O)c1	15	12	12	-10	-12	-21	14	7	-7	5	17
CCOc1ccc(-c2cc(C(=O)NCCCN3CCOCC3)c3ccccc3n2)cc1	-27	36	-12	-7	-10	16	-31	9	-6	-11	-17
C=C(C)CN1C(=O)C2(OCCO2)c2cc(Br)ccc21	-6	-18	-35	9	16	0	-13	19	x	-26	2
N#Cc1ccsc1NC(=O)COC(=O)c1ccc(NC(N)=O)cc1	-80	3	-99	-50	2	19	-39	-14	-23	18	-57
C/C(Cn1nnc2ccccc21)=N\NC(=O)c1cccc(Br)c1	-94	-11	-38	-30	-3	2	-36	-29	-5	-5	-53
Cc1ccc(Sc2cnn(-c3ccccc3)c(=O)c2Cl)cc1	22	4	3	11	-7	5	5	-16	-4	29	-16
CCCc1cc(=O)oc2cc(C)cc(OCc3nn[nH]n3)c12	10	-12	-1	-19	-2	-8	4	-5	-31	-1	-6
Cc1cccc(N(CC(=O)NC(C)(C)C)C(=O)CS(=O)CC(=O)Nc2ccc3c(c2)OCO3)c1 (stereo not drawn)	-6	20	1	-5	2	-4	-1	-7	-2	3	13

Bioassay records: PubChem BioAssay, several laboratories

An unsorted share of the library. About 4.2% of those tested had a hit in this group.
